PI4K2A block: blocks human PI4K2A kinase activity | AID 1346378 | activity change, negative = inhibition, % at 76.9 µM | Q9BTU6 | purified PI4K2A, ADP-Glo luminescence, 1 h; stronger effect = lower value | hit rate 0.13% among 420,000; in the data active = activity change below about -50%; inconclusive = mostly about -30% to -49%;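 note: -100% = wells without enzyme as full effect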
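In this quantitative HTS, ADP production by PI4K2A was quantified luminescently after 1 h at ambient temperature; 100 microM adenosine served as plate-quality control.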
mIDH1 inhibitor: inhibitors of human mutant IDH1 R132H | O75874 | IDH1-R132H enzyme, NADPH consumption, diaphorase/resazurin fluorescence | Potency, µM (titrated, usually from 76.6 µM), inactives show top-dose activity change, negative = inhibition, most hits filed as inhibitors | hit rate 0.093% among 390,000 | AID 602179; note: potency is the fitted concentration of half-maximal effect; % is set by controls: 0 for no effect and ±100 for the full control effect; nearly all actives have a fitted effect of over 65% in size
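IDH1-R132H (0.5 ug/mL) preincubated 30 min with compound, then NADPH (0.016 mM) and alpha-KG (2 mM) added; 80 min at RT, pH 7.5. Remaining NADPH coupled via diaphorase/resazurin to fluorescence (540/590 nm); concentration-response curves normalized to no-enzyme control.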
rTrxR1 inhibitor: rat TrxR1 inhibition; hit rate 1% among 390,000; AID 588453; Potency, µM (doses to about 114 µM), for the others: at the highest dose activity change, negative = inhibition, hits mostly inhibitors; recombinant rTrxR1, NADPH fluorescence consumption, selenite substrate; note: potency is the fitted concentration of half-maximal effect; % is set by controls: 0 for no effect and ±100 for the full control effect; nearly all actives have a fitted effect of over 65% in size
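Rat TrxR1 (90 nM in the dispensed reagent) was pre-reduced with 400 uM NADPH for 5 min at room temperature, then incubated with compound for 15 min. After 400 uM selenite was added, NADPH fluorescence (Ex 340/Em 450 nm) was followed for 8 min.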
TRHR PAM: allosterically enhances the human TRH receptor; P34981; TRHR cells, fluo-8 calcium fluorescence, EC20 TRH enhancement; enhancement, % at 2 µM; hit rate 0.66% among 360,000; in the data active = enhancement above about 30%; note: 0% is about no effect
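Enhancer read-out: after compound pinning and an initial kinetic agonist-mode read, an EC20 of TRH (10 nM final) was injected and fluo-8 calcium signal (Ex 480/Em 530) followed at 1 s/cycle for 100 cycles in TRHR-expressing cells.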
D2 antagonist: antagonists of human D2 dopamine receptor | P14416 | HEK293 TREx D2 cells, calcium flux, dopamine EC80 | inhibition, % at 10 µM | hit rate 2% among 340,000; in the data active = inhibition above about 30%; note: 0% is about no effect
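Dopamine at EC80 is the agonist stimulus; test compounds precede it by 180 s. Calcium flux read kinetically in a force-coupled, inducible HEK293 T-REx D2 cell line.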
USP1-UAF1 inh: USP1/UAF1 (human) deubiquitinase inhibition; O94782; hit rate 0.23% among 390,000; Potency, µM (highest dose often 57.1 µM), for the others: top-dose activity change, negative = inhibition, actives largely listed as inhibitors; recombinant USP1/UAF1, Ub-Rhodamine cleavage fluorescence; AID 743255; note: potency is the fitted concentration of half-maximal effect; % is set by controls: 0 for no effect and ±100 for the full control effect; nearly all actives have a fitted effect of over 60% in size; inactives centre near -12
Target sequence (O94782 whole entry, looked up): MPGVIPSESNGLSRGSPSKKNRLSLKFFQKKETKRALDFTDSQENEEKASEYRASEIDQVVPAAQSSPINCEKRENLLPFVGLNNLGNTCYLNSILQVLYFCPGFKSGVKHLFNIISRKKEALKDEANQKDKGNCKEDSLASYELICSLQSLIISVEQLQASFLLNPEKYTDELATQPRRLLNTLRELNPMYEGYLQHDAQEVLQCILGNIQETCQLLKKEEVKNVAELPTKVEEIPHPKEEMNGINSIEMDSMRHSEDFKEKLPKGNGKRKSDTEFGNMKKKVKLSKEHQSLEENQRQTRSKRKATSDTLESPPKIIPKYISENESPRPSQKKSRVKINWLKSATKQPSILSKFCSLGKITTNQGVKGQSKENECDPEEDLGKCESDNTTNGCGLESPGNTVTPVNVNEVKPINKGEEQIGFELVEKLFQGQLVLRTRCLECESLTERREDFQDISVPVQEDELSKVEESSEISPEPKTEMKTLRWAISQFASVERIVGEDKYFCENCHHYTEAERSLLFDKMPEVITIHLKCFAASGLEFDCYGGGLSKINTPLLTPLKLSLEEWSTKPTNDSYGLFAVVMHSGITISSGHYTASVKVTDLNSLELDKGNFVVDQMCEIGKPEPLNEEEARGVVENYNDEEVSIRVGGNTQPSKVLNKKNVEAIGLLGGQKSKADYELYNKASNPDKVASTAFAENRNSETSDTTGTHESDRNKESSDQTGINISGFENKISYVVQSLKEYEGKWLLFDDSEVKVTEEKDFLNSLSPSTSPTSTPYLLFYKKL
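In this screen, compounds sit with the deubiquitinase complex (1nM) for 15 min at room temperature before Ub-Rho is added at 150nM final. Fluorescence rise is then followed for 6 reads every 60 seconds.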
TrxR1 substrate: substrates of rat thioredoxin reductase 1. AID 588456. hit rate 0.01% among 390,000. purified TrxR1 substrate turnover, NADPH consumption readout. Potency, µM (highest dose often 114 µM), inactives show at the highest dose activity change, negative = substrate turnover; note: potency is the fitted concentration of half-maximal effect; % is set by controls: 0 for no effect and ±100 for the full control effect; nearly all actives have a fitted effect of over 50% in size
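Rat TrxR1, dispensed at 90 nM, was prereduced with 400 uM NADPH (final) for 5 min at ~22 deg C, then incubated with compound 15 min before 400 uM selenite. A first-read NADPH fluorescence drop versus no-compound background flagged substrates.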
TRHR agonist: agonists of human TRH receptor; activation, % at 2 µM; TRHR cells, calcium flux fluo-8, FDSS agonist mode; hit rate 0.18% among 360,000; AID 493084; in the data active = activation above about 30%; note: 0% is about no effect
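Steps: seed TRHR cells overnight; add fluo-8 no-wash Ca dye, RT 30 min–1.5 h; record 10 s baseline; pin-transfer compounds; monitor fluorescence 1 cycle/s for the agonist window. Calcium increases flag candidate agonists.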
D2 agonist: agonists of human D2 dopamine receptor. HEK293 T-REx D2 cells, calcium flux agonist mode. activation, % at 2 µM. hit rate 0.53% among 340,000. P14416;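 active = activation over 3 SD above normal in the single-dose calcium agonist read, cut at about 30% in these data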; note: 0% is about no effect
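In this primary screen, compounds producing a positive calcium signal within 180 s of addition to tetracycline-induced, force-coupled HEK293 Trex D2 cells are flagged; cells are dye-loaded with a no-wash calcium kit beforehand.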
* marks the source's active call; other numbers are inactive results; ? = inconclusive; · = not tested or not shown; & = joins results of further samples; [ ] = remark or other dose. Unless noted, calls come from the whole dose curve; as a rule, active = well fitted inhibition curve with a large enough effect; inconclusive = small, poorly fitted or top-dose-only effect; inactive = no such curve, though single readings can be large or run the other way.

SMILES	PI4K2A block	mIDH1 inhibitor	rTrxR1 inhibitor	TRHR PAM	D2 antagonist	USP1-UAF1 inh	TrxR1 substrate	TRHR agonist	D2 agonist
CCC1=C(OC(=O)N(CC)CC)N2C(=O)OC(=NCc3ccccc3)[C@]2(C)[C@H]2C1=CC[C@H]1C(=O)N(CC(=O)OC)C(=O)[C@H]12	-4	-5%	11%[57.1 µM]	1	8	15%	7%[57.1 µM]	-0.8	-0.2
Cn1c(=O)c2sccc2n2c(CCC(=O)NCc3ccccc3Cl)nnc12	-7	14%	1%	0	·	-12%	-2%	-1.3	-0.3
O=C(Nc1ccc(-c2csc(-c3ccccc3)n2)cc1)c1ccccc1	-2	0%	9%	4	6	-12%	6%	-0.1	-1.0
CCCCN(C)CCCNC(=O)c1cn(CC)c2ccc(S(=O)(=O)N3CCc4ccccc4C3)cc2c1=O	3&4	0%&-4%	14%[57.1 µM]	2&22	0	4%&-19%	4%[57.1 µM]	-0.3&-1.0	-0.6&-0.1
O=C1C2C3CCC(O3)C2C(=O)N1c1cccc(O)c1 (stereo unspecified)	0	-8%	26%	1	-10	-10%	4%	0.4	-0.2
CCCNC(=O)Cn1c(=O)/c(=C/c2ccc(-c3cccc([N+](=O)[O-])c3)o2)s/c1=C\C(=O)C(C)(C)C	-5	1%	-9%	·	·	20%	-9%	·	·
COc1ccc(C(=O)c2cn(Cc3ccccc3F)c3cc4c(cc3c2=O)OCO4)cc1	-2	-15%	-14%	-3	·	8%	-12%	0.4	0.6
O=C(Cc1ccc([N+](=O)[O-])cc1)Nc1ccc(O)cc1C(=O)O	-4	9%	19%[57.1 µM]	12	12	-17%	11%[57.1 µM]	0.4	0.8
CCCCOc1ccc(Br)cc1/C(C)=N/NC1=NCCN1	-15	5%	14%	-15	-14	-19%	3%	-0.3	0.2
O=C(CC1OC(=O)c2ccccc21)Nc1cc(Cl)ccc1N1CCOCC1 (stereo unspecified)	-2	-6%	4%	·	·	0%	-8%	·	·
CCCN(CCC)C(=O)NC1CC(=O)N(c2ccc(OC)cc2)C1 (stereo unspecified)	5	4%	-2%	2	5	-12%	0%	-0.2	0.6
CCOC(=O)c1cc(-c2ccccc2)n(CC(=O)Nc2ccc(OCC)cc2)c1C	-3	-1%	8%	1	-11	-23%	-1%	0.8	2.0
O=C(CSc1nnc(Cc2cccs2)n1C1CCCCC1)N1CCN(C(=O)c2ccco2)CC1	1	0%	-10%	5	-4	-11%	-2%	-0.7	0.6
O=C(Nn1cnnc1)c1ccc(OC(F)(F)C(F)C(F)(F)F)cc1 (stereo unspecified)	3	-9%	7%	0	·	-10%	-4%	1.0	·
NC(N)=N/N=C/c1ccccc1OC(F)F	4	-6%	18%[57.1 µM]	-2	0	-13%	5%[57.1 µM]	0.2	1.3
COc1cccc(OC)c1-c1nn2c(-c3cc(-c4ccccc4)n[nH]3)nnc2s1	4	-7%	-2%	-1	7	?	-5%	-0.1	1.3
Cc1oc2ncnc(N3CCCCC3)c2c1C(=O)Nc1cccc(Cl)c1C	-6	10%	-12%	14	·	-12%	-13%	-0.7	0.7
COc1cccc(CC(=NO)c2cccc(OC)c2)c1	-4	2%	-4%[57.1 µM]	·	·	-11%	-3%[2.29 µM]	·	·
Cc1c(Cl)cccc1NC(=O)CN1C(=O)CSc2ccc(S(=O)(=O)N3CCCC3)cc21	-3	7%	16%	4	·	-18%	-7%	-2.2	0.4
O=C(CNS(=O)(=O)c1c(Cl)cccc1Cl)N1CCCCCC1	-4	7%	13%	-2	-6	2%	0%	-0.1	-0.7

A draw from above in order of SMILES length, smallest number first.
SMILES	PI4K2A block	mIDH1 inhibitor	rTrxR1 inhibitor	TRHR PAM	D2 antagonist	USP1-UAF1 inh	TrxR1 substrate	TRHR agonist	D2 agonist
CCCCOc1ccc(Br)cc1/C(C)=N/NC1=NCCN1	-15	5%	14%	-15	-14	-19%	3%	-0.3	0.2
Cc1oc2ncnc(N3CCCCC3)c2c1C(=O)Nc1cccc(Cl)c1C	-6	10%	-12%	14	·	-12%	-13%	-0.7	0.7
O=C(CC1OC(=O)c2ccccc21)Nc1cc(Cl)ccc1N1CCOCC1 (stereo unspecified)	-2	-6%	4%	·	·	0%	-8%	·	·
O=C(Cc1ccc([N+](=O)[O-])cc1)Nc1ccc(O)cc1C(=O)O	-4	9%	19%[57.1 µM]	12	12	-17%	11%[57.1 µM]	0.4	0.8
CCC1=C(OC(=O)N(CC)CC)N2C(=O)OC(=NCc3ccccc3)[C@]2(C)[C@H]2C1=CC[C@H]1C(=O)N(CC(=O)OC)C(=O)[C@H]12	-4	-5%	11%[57.1 µM]	1	8	15%	7%[57.1 µM]	-0.8	-0.2

Continued.
SMILES	PI4K2A block	mIDH1 inhibitor	rTrxR1 inhibitor	TRHR PAM	D2 antagonist	USP1-UAF1 inh	TrxR1 substrate	TRHR agonist	D2 agonist
C[C@H](CO)N1C[C@H](C)[C@H](CN(C)C)Oc2ccc(NS(=O)(=O)c3ccc(F)cc3)cc2CC1=O	-5	-14%	9%[57.1 µM]	·	·	-23%	4%[57.1 µM]	·	·
CCCC(=O)c1c(NC(C)C)cc(C)oc1=O	-2	-2%	14%	0	-1	4%	-10%	0.5	0.4
CC1CCCCN1S(=O)(=O)c1ccc(N(C(=O)c2cnccn2)C(C(=O)NC2CCCC2)c2cccs2)cc1 (stereo unspecified)	3	-8%	-7%	5	-3	-6%	-14%	0.3	-0.4
Cc1cc(=O)oc2c(C(=O)/C=C\c3cccs3)c(O)ccc12	22	-1%	-20%	-2	-12	-7%	-10%	0.1	-2.6
CC(C)C[C@H]1CN=C(Nc2ccccc2)N1CC1CCCCCC1	-2	-1%	23%	7	2	-23%	4%	0.8	0.8
O=C(NC1CCCCC1)C1(c2ccccc2)CC1(Cl)Cl (stereo unspecified)	0	6%	41%[activator]	-1	-7	-6%	10%	0.4	-0.7
O=S(=O)(c1ccc(Br)cc1)c1nc(-c2ccccc2)oc1NCc1cccnc1	-12	3%	23%	31*	9	-9%	7%	-1.0	0.7
O=S(=O)(c1ccccc1)N1N=C(c2cccs2)CC1c1ccc(Br)cc1 (stereo unspecified)	0	-5%	-7%	-2	13	-14%	-7%	0.1	0.1
COCCn1c(Cc2ccccc2)nnc1SCc1nc2ccccc2c(=O)[nH]1	6	0%	17%[57.1 µM]	-2	-5	1%	5%[57.1 µM]	0.0	0.1
Cc1ccc(C)c(-n2cc(-c3ccccc3)nc2SCC(=O)Nc2ccccc2)c1	-2	-6%	16%[57.1 µM]	-6	·	-16%	-2%[57.1 µM]	0.4	·
COc1cccc(NC(=O)CN(C)C(=O)c2ccc(OCc3ccccc3)c(OC)c2)c1	0	-1%	-4%	-2	19	-23%	-11%	-0.1	-0.7
CN(C)S(=O)(=O)c1ccc(N2CCOCC2)c(C(=O)O)c1	6	1%	16%[57.1 µM]	1	-2	-18%	6%	0.5	0.0
CC(C)(C)NC(=O)CC(CC(=O)O)c1ccccc1 (stereo unspecified)	3	-6%	1%	6	-4	-7%	0%	0.3	-0.9
COc1ccc(CNC(=O)Cn2nc(C)c3c(C)n(-c4ccc(C)cc4)nc3c2=O)cc1OC	1	3%	-4%	-15	21	-17%	-5%	-0.8	-0.2
O=C(CNC(=O)c1ccccc1Br)N/N=C\c1cc([N+](=O)[O-])cc(Br)c1O	-1	-1%	-12%	16	-15	?	-18%	0.1	-0.8
O=C(CN1C(=O)NC2NC(=O)NC21)N/N=C/c1ccccc1O (stereo unspecified)	-23	7%	-3%[57.1 µM]	6	-6	?	9%[57.1 µM]	0.9	2.8
S=C(NCc1cccs1)Nc1ccccc1	-4	-3%	-11%	6	-8	-3%	-8%	0.1	0.4
CC1(C)Cc2c(sc(NC(=O)Nc3ccccc3)c2C(N)=O)CO1	-9	2%	4%	3	13	-18%	-7%	3.6	4.9
CC[C@@]1(C(=O)OC)N[C@H](CN(C)C(=O)COc2ccccc2)[C@@H]2C(=O)N(C)C(=O)[C@@H]21	0	3%[38.3 µM]	-1%	·	·	-11%	-1%	·	·
Cc1ccc(S(=O)(=O)NC2(C(=O)O)CCCC2)cc1	2	3%	6%[11.4 µM]	·	·	-16%	6%[11.4 µM]	·	·
COC(=O)c1cc2n(n1)CCN(Cc1ccc(C)cc1)C2=O	4	2%	14%[57.1 µM]	8	-6	-13%	12%	0.1	0.2
O=C(COC(=O)c1ccco1)NCc1ccco1	1	1%	-1%	-3	-2	-8%	2%	0.3	0.8
CN1CCN(S(=O)(=O)c2cccc(C(=O)N(C)Cc3cccs3)c2)CC1	3	-17%	14%	-6	-14	-20%	-3%	-0.5	-0.2
Cc1ccc(N2CC(NS(=O)(=O)c3cccs3)CC2=O)cc1C (stereo unspecified)	-5	3%	-8%	1	-3	-14%	-4%	0.4	-0.8
C[C@H](NC(=O)C1CC(=O)N(c2ccc3c(c2)OCO3)C1)C(=O)NC1CCCC1 (stereo partly specified)	5	-9%	28%	-1	5	-20%	7%	0.1	0.4
CC(C)CN(CCCNC(=O)CC1Oc2ccccc2NC1=O)CC(C)C (stereo unspecified)	-2	0%	-6%	4	22	7%	1%	0.3	0.1
N/C(=N\OC(=O)CC(c1ccccc1)c1ccccc1)c1cccnc1	-7	3%	11%	-2	8	-10%	6%	-0.6	-2.2
Cc1nn2c(Nc3ccccc3)c3c(nc2c1-c1ccccc1)CCC3	-6	-3%	26%	16	-6	-24%	35%[activator]	-1.1	-0.9
CCOC(=O)c1cc(C(=O)Nc2cccc(C)c2)nn1C	-6	3%	7%	-5	·	-2%	5%	-1.1	·
COc1ccc(S(=O)(=O)NCC2CC3C=CC2C3)cc1OC (stereo unspecified)	2	1%	4%	3	0	-9%	-4%	-0.8	-0.7
O=C(NCC1CCCO1)c1ccc(Br)c(S(=O)(=O)N2CCOCC2)c1 (stereo unspecified)	-4	6%	6%	-3	8	-17%	7%	-0.4	-0.2
CN(C)/C=C1\C(=O)ON=C1c1ccccc1	-2	-5%	21%[57.1 µM]	3	-15	5%	7%[57.1 µM]	0.4	0.1
CCOc1ccc(CC(=O)NNC(=O)/C=C/C(=O)O)cc1	1	-3%	?	-3	7	-1%	-3%	-0.9	-0.2
COc1ccc(C(=O)N(c2ccc(OC)cc2)S(=O)(=O)c2cccs2)cc1	7	6%	17%[57.1 µM]	5	0	-22%	-9%	0.1	0.2

High-throughput results from PubChem BioAssay.
